TAG inh – inhibitors of triacylglycerol accumulation, primary screen, cell-based, uHTS, fluorescence, H9c2. H9c2 cells, Nile Red lipid (TAG) fluorescence; cells loaded with 200 µM oleic acid. inhibition, % at 12.5 µM. hit rate 0.66% among 230,000;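 active = pattern-corrected inhibition of lipid staining of at least 50% with the nuclear-stain viability signal not falling by more than 50%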;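 note: 0% = DMSO wells and 100% = triacsin C control wells; some results filed as inactive read as strong as hits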
TAG inh DAPI viability – recorded beside TAG inh, whose call it bears; DAPI nuclei signal change (viability), lower = more cytotoxic, %;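 whole-well DAPI fluorescence read on a plate reader as a viability signal; minus 50 percent equals half of cells still viable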
* = called active by the depositor. Not all compounds are listed; rates above refer to the full screens.

Start of the data: the first two records (preview)
Value order – TAG inh	TAG inh DAPI viability
(1) O=C(O)CCC(=O)NNc1nc2ccccc2nc1-c1ccccc1
→ 5	11
(2) CCOCCCNC(=O)N1CCOCC1
→ -10	0

Results, repeating the preview:
Value order – TAG inh	TAG inh DAPI viability
(1) O=C(O)CCC(=O)NNc1nc2ccccc2nc1-c1ccccc1
→ 5	11
(2) CCOCCCNC(=O)N1CCOCC1
→ -10	0
(3) Cc1ccc(NC(=O)COC(=O)c2c(C)nn(-c3ccccc3)c2C)cc1
→ -9	3
(4) O=C(CSc1nnc(-c2cccnc2)o1)Nc1cccc(F)c1
→ 12	1
(5) COc1ccc(NC(=O)CCN2C(=O)C3C4C=CC(C4)C3C2=O)cc1 (configuration not stated)
→ -12	5
(6) Cc1ccc(-n2c(SCC(=O)N(C)C3CCS(=O)(=O)C3)nc3ccccc3c2=O)c(C)c1 (configuration not stated)
→ 9	-6
(7) COc1ccccc1-n1c(SCC(=O)Nc2cccc(S(N)(=O)=O)c2)nc2ccccc2c1=O
→ -1	-13
(8) CC(C)NC(=O)Cn1cc(C(=O)COc2ccccc2)c2ccccc21
→ -16	-9
(9) Cc1cccc(Nc2c([N+](=O)[O-])c(=O)oc3ccccc23)c1
→ -8	15
(10) Brc1cc2c(cc1/C=N/Nc1nc(N3CCCC3)nc(N3CCOCC3)n1)OCO2
→ 14	12
(11) O=C(CNS(=O)(=O)c1cccc2nsnc12)NCc1ccc(Cl)cc1
→ 6	-4
(12) Cc1sc(NC(=O)CCCC(=O)O)c(C(N)=O)c1-c1ccccc1
→ 2	4
(13) COc1cccc(-c2sc3ccc(OC)cc3c2-c2cc(F)cc(OC)c2)c1
→ -9	0
(14) N#CCSc1ccc(S(=O)(=O)N2CCOCC2)cn1
→ 13	1
(15) Cc1cccc(C(=O)C(O)(c2ccccc2)C2CCCCC2=O)c1 (configuration not stated)
→ -11	-4
(16) CCOC(=O)N1CCN(C(=O)CN(c2cc(Cl)ccc2OC)S(=O)(=O)c2ccccc2)CC1
→ 2	6
(17) CCN(CC)C(=O)CCCOc1ccc(Cl)cc1Cl
→ -14	-8
(18) COc1ccc(-n2c(C)cc(C(=O)CN3C(=O)NC4(CCCc5sccc54)C3=O)c2C)cc1 (configuration not stated)
→ 9	5
(19) O=P(O)(COc1ccccc1)COc1ccccc1
→ 22	-8
(20) NC(=O)c1ncc(C(F)(F)F)cc1Cl
→ 7	10
(21) Cc1cc2ccccc2c(=O)n1CC(=O)N1CCN(c2cccc(Cl)c2)CC1
→ -22	14
(22) CC1CC(C)CN(C(=O)c2cccc(S(=O)(=O)Nc3cc(C(F)(F)F)ccc3Cl)c2)C1 (configuration not stated)
→ -7	5
(23) Cc1nnc(SCC(=O)NNC(=O)c2ccco2)s1
→ 0	8
(24) C=CCn1c(NC(C)c2cc(Cl)ccc2O)nc2ccccc21 (configuration not stated)
→ 2	6
(25) O=C(CN1C(=O)NC2(CCCC2)C1=O)NNC(=O)c1ccccc1F
→ -7	7
(26) COc1ccc(N(C(=O)c2ccncc2)S(=O)(=O)c2cccs2)cc1
→ 0	0
(27) O=C(CCl)Nc1ncc(S(=O)(=O)c2ccc([N+](=O)[O-])cc2)s1
→ 6	-3
(28) CC(=O)C1=C(O)C(=O)N(c2ccc(O)cc2)C1c1ccc([N+](=O)[O-])cc1 (configuration not stated)
→ 5	-10
(29) CC(C)(C)OC(=O)N1CCC[C@H]1C(=O)O
→ 19	5
(30) O=C(Nc1ccc2nc3ccccc3nc2c1)c1ccccc1
→ 14	23

More records follow.
Value order – TAG inh	TAG inh DAPI viability
(31) N#Cc1ccccc1OCCN1C(=O)c2ccccc2C1=O
→ 10	-6
(32) COc1ccc(C(=O)NCCS(=O)(=O)NCc2ccc3c(c2)OCO3)cc1
→ -1	-4
(33) Cn1c(N)c(C(=O)CSc2n[nH]c(-c3ccccc3)n2)c(=O)n(C)c1=O
→ -11	4
(34) COc1ccc(C(=O)OCC(=O)NCCN2C(=O)CSC2=O)cc1[N+](=O)[O-]
→ -4	6
(35) Ic1ccc(N2CCN(Cc3c[nH]c4ncccc34)CC2)cc1
→ -14	23
(36) COc1ccc(NS(=O)(=O)c2ccc(NC(=S)NC(=O)C(C)C)cc2)cc1
→ 8	5
(37) CC1(C)Cc2c(sc3c2c(N)nc(=S)n3Cc2ccc(Br)cc2)CO1
→ 9	-7
(38) CCCOP(=O)(OCCC)c1nc(-c2ccccc2)oc1NCc1ccccc1
→ -25	8
(39) O=C(c1cc(COc2ccc(F)cc2Cl)on1)N1CCCC(c2ccccc2)C1 (configuration not stated)
→ -17	7
(40) CCc1ccc(NC(=S)N2CCCC(C(F)(F)F)C2)cc1 (configuration not stated)
→ -4	-10
(41) O=C(C[C@H]1C(=O)N(CCc2ccccc2)C[C@@H]1Cc1ccccc1)Nc1ccccc1
→ 12	-2
(42) O=C(NOCc1ccccc1)c1ccc(Cl)cc1
→ 2	-3
(43) Cc1ccc(S(=O)(=O)Nc2ccc(-n3c(C)nc4ccccc4c3=O)cc2)cc1
→ -4	-3
(44) CCOC(=O)C1(C)CCCN(C(=O)c2ccc3snnc3c2)C1 (configuration not stated)
→ -8	5
(45) C#CC(C)(O)C1CC(CC(=O)O)C1(C)C (configuration not stated)
→ -5	-1
(46) COc1ccc(C)cc1NC(=O)c1cnc2scc(C)n2c1=O
→ 3	-1
(47) CC(=O)NC(=C(Cl)Cl)S(=O)(=O)c1ccccc1
→ 14	-2
(48) O=C(COC(=O)c1ccccc1Br)NCc1cccs1
→ -1	0
(49) COc1ccccc1N1CCN(C(=O)CN(c2ccccc2OC)S(=O)(=O)c2ccccc2)CC1
→ 18	1
(50) Cc1cc(CSc2ccccc2)ccc1NC(=O)c1ccc(Cl)c([N+](=O)[O-])c1
→ 38	-12
(51) Nc1nnc(-c2cccc([N+](=O)[O-])c2)o1
→ -2	5
(52) CN1CCN(c2ccc([N+](=O)[O-])c(-n3nc(-c4ccccc4)c4ccccc4c3=O)c2)CC1
→ 17	16
(53) CCN1CCCC1CN(Cc1cc2c(C)cc(C)cc2[nH]c1=O)C(=O)NC1CCCCC1 (configuration not stated)
→ 17	16
(54) COc1cc(Cl)c(C)cc1NC(=O)COC(=O)C1=NN(c2ccccc2)C(=O)CC1
→ 1	2
(55) CCCCCn1c(CCCNC(=O)CC)nc2ccccc21
→ 11	4
(56) CC1CCN(C(=O)CN2C(=O)NC(c3ccccc3)(c3ccccc3)C2=O)CC1
→ 0	4
(57) Cc1ccc(NC(=O)CCn2c(=O)[nH]c3ccsc3c2=O)cc1
→ -6	9
(58) O=c1[nH]c(NCCO)c(N=Cc2ccccc2)c(=O)[nH]1
→ 13	-5
(59) CCOC(=O)c1ccc(NC(=O)CCc2nc(-c3ccc(Cl)cc3)no2)cc1
→ -32	10
(60) Fc1cccc(CN2CCN(Cc3nc(-c4cnccn4)no3)CC2)c1
→ 19	-4

Further structures follow.
Value order – TAG inh	TAG inh DAPI viability
(61) Cc1cc(C)n(C(=O)CCCCCC(=O)n2nc(C)cc2C)n1
→ 1	4
(62) COc1cccc(CN(C)CC(=O)Nc2cccc(S(=O)(=O)N(C)c3ccccc3)c2)c1OC
→ -22	-1
(63) O=c1[nH]c(N/N=C/c2cc3c(cc2[N+](=O)[O-])OCO3)nc2ccccc12
→ 5	0
(64) CC(NC(=O)C(NS(=O)(=O)c1cccs1)C(C)C)c1ccc(S(N)(=O)=O)cc1 (configuration not stated)
→ -10	18
(65) Cc1ccnc(NS(=O)(=O)c2ccccc2)c1
→ 13	-11
(66) Cc1ccc(NC(=O)Nc2cnccn2)c(C)c1
→ 3	-3
(67) CCOC(=O)c1[nH]ncc1CN1CCCC(C(=O)c2cc(Cl)ccc2OC)C1 (configuration not stated)
→ 8	4
(68) COCCN1C(=O)c2ccccc2C(C(=O)NCCN(C)C)C1c1ccc(F)cc1 (configuration not stated)
→ -5	-16
(69) Cn1c(NNC(=O)c2ccccc2F)cc(=O)n(C)c1=O
→ 6	-8
(70) Cc1cccc(C(=S)N2CCOCC2)n1
→ -4	-3
(71) Cc1ccc([N+](=O)[O-])cc1S(=O)(=O)Nc1ccc(C(=O)N2CCN(C(=O)c3ccco3)CC2)cc1
→ 1	2
(72) CC1CN(C2CCCCC2)C(=S)NC1=O (configuration not stated)
→ 2	4
(73) Cc1ccc(C2(c3noc(CN4CCOCC4)n3)CCCC2)cc1
→ 2	6
(74) COc1ccc(CCNC(=O)CSc2ncnc3c2oc2ccccc23)cc1OC
→ 11	-5
(75) CC1CN(C(=O)CCN2C(=O)c3ccccc3C2=O)CC(C)O1 (configuration not stated)
→ -1	1
(76) CCO[C@H]1OC(C(=O)NC2CC2)=C[C@@H](c2c[nH]c3ccccc23)[C@@H]1CCCO
→ 1	0
(77) CSC1=C(C#N)C(CC(C)C)C2=C(CCCC2=O)N1 (configuration not stated)
→ -1	3
(78) CCOC(=O)C1=C(O)C(=O)N(c2ccc(S(N)(=O)=O)cc2)C1c1ccccc1 (configuration not stated)
→ -17	11
(79) CCOC(=O)c1c(NC(=O)COC(=O)c2ccccc2NC)sc(C(=O)N(C)C)c1C
→ 5	21
(80) Cn1nc(C(F)(F)F)c(-c2ccc(Br)cc2)c1NC(=O)CSCC(=O)O
→ 9	-6
(81) O=S1(=O)CCN(CCc2ccccc2)CC1
→ -3	0
(82) CC(=O)c1cc2c(cc1NC(=O)c1cnc(C)cn1)OCO2
→ 4	3
(83) N#Cc1c(-c2cccs2)cc(-c2ccccn2)nc1N
→ -4	38
(84) CC1(Cc2ccc(S(C)(=O)=O)cc2)C(=O)Nc2ccc(Cl)cc21 (configuration not stated)
→ -1	6
(85) Cc1cc(C(=O)CCC(=O)N2CCN(c3ccccc3O)CC2)c(C)s1
→ -8	-14
(86) CCc1ccc(OC2(C)CCN(Cc3ccc(SC)cc3)C2)cc1 (configuration not stated)
→ -5	-1
(87) Cc1cc2c(cc1S(=O)(=O)CCC(=O)N(C)Cc1ccccc1)OCC(=O)N2
→ -12	14
(88) CCn1cc(S(=O)(=O)Nc2ccccc2C(F)(F)F)cn1
→ 9	-7
(89) NC(=O)C1CCN(C2CC(=O)N(c3ccc(F)c(Cl)c3)C2=O)CC1 (configuration not stated)
→ 3	-1
(90) Cn1c(SCC(=O)O)nnc1-c1ccc(NC(=O)c2ccc(Cl)c(Cl)c2)cc1
→ 22	5

Next compounds:
Value order – TAG inh	TAG inh DAPI viability
(91) O=C(CCN1C(=O)c2ccccc2C1=O)Nc1ccc(S(=O)(=O)NC2=NCCCCC2)cc1
→ -11	11
(92) Cc1nn(-c2ccccc2)c2[nH]c(C(F)(F)F)cc(=O)c12
→ 9	0
(93) O=C(COC(=O)Cc1c[nH]c2ccccc12)NC1CCCCC1
→ 0	13
(94) CCN(CC)C(=O)Cn1cc(C(=O)C(=O)NCCCn2ccnc2)c2ccccc21
→ 10	6
(95) Cc1nc2cc(Cl)ccc2n1-c1ccccc1
→ -8	8
(96) CCCCn1c(N)c(N(C(=O)CSc2nnnn2-c2ccccc2C)C2CCCC2)c(=O)[nH]c1=O
→ -1	-8
(97) COc1ccc(F)cc1C(=O)C1CCCN(Cc2cn(C)c3ccccc23)C1 (configuration not stated)
→ 1	40
(98) CCOC(=O)C1=C(C)C(c2ccc(OC)cc2)NC(=S)N1 (configuration not stated)
→ 11	-18
(99) Oc1ccc2ccccc2c1CN1CC2CCC(CC2)C1
→ 4	-2
(100) COc1cccc(Cn2c(Oc3cccc(C)c3)nc3c2c(=O)n(C)c(=O)n3C)c1
→ -9	4
(101) O=C(NOC(=O)c1cc(Br)ccc1Cl)c1cccs1
→ 10	-5
(102) O=C(COc1ccccc1Cl)Nc1cnn(Cc2ccccc2)c1
→ -6	0
(103) Cc1ccc(NC(=O)COC(=O)c2cc(=O)c3ccccc3o2)c(Br)c1
→ 8	-1
(104) COc1ccc(CCN(C(=O)C(F)(F)F)C(C(=O)NC2CCCCC2)c2cccs2)cc1 (configuration not stated)
→ 5	12
(105) Cc1ccc(Cn2ccsc2=NC(=O)COC(=O)c2ccc(O)cc2O)cc1
→ -22	2
(106) COc1cccc(N2CCN(C(=O)c3cc4c(s3)-c3ccccc3OC4)CC2)c1
→ -4	6
(107) CCCCCC(=O)Nc1cccc(C2=NOC3(C2)C[C@@H](C(N)=O)N(C(=O)c2ccc(Cl)cc2)C3)c1 (some centres not stated)
→ 14	-10
(108) Cc1ccc(NC(=O)CSc2nnc(-c3cccnc3)n2-c2ccc(C)cc2)cc1
→ 9	-8
(109) CN(C(=O)c1cc(C(=O)N(C)c2ccccc2)cc([N+](=O)[O-])c1)c1ccccc1
→ -5	3
(110) Cc1ccc2nc(-c3ccc(-c4ccccn4)s3)cn2c1
→ -1	36
(111) COCCCN(C(=O)CCOc1ccccc1C)c1c(N)n(Cc2ccccc2)c(=O)[nH]c1=O
→ -5	-1
(112) N=c1n(CCCOc2ccc(Br)cc2)c2ccccc2n1CC(N)=O
→ 37	-10
(113) COc1ccccc1CCC(=O)Nc1cccc(S(=O)(=O)N2CCOCC2)c1
→ -7	-9
(114) CC(/C=N/NC(=O)c1cc(-c2ccc(Cl)cc2)nc2ccccc12)=C\c1ccco1
→ -17	5
(115) CCN(C(=O)COC(=O)CSc1ccc([N+](=O)[O-])cc1)C1CCS(=O)(=O)C1 (configuration not stated)
→ 16	1
(116) CC(C)Nc1nc(NC(N)=S)nc(NC(C)(C)C)n1
→ -2	-3
(117) O=C(Nc1ccccc1)N(CCCN1CCOCC1)Cc1cc2cc3c(cc2[nH]c1=O)OCCO3
→ 8	-2

Five entries out of the list, arranged by number of heavy atoms, highest first:
Value order – TAG inh	TAG inh DAPI viability
(113) COc1ccccc1CCC(=O)Nc1cccc(S(=O)(=O)N2CCOCC2)c1
→ -7	-9
(115) CCN(C(=O)COC(=O)CSc1ccc([N+](=O)[O-])cc1)C1CCS(=O)(=O)C1 (configuration not stated)
→ 16	1
(93) O=C(COC(=O)Cc1c[nH]c2ccccc12)NC1CCCCC1
→ 0	13
(92) Cc1nn(-c2ccccc2)c2[nH]c(C(F)(F)F)cc(=O)c12
→ 9	0
(95) Cc1nc2cc(Cl)ccc2n1-c1ccccc1
→ -8	8

Source: PubChem BioAssay
